D2 ag: HTS Assay for Allosteric Agonists of the Human D2 Dopamine Receptor: Primary Screen for Agonists; AID 485358, 2010; activation, % at 2 µM; D(2) dopamine receptor (Homo sapiens), P14416; HEK293 T-REx D2 cells, calcium flux agonist mode; 340,000 compounds, 0.53% hits;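 active = activation over 3 SD above normal in the single-dose calcium agonist read, cut at about 30% in these data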; note: 0% is about no effect
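In this primary screen, compounds producing a positive calcium signal within 180 s of addition to tetracycline-induced, force-coupled HEK293 Trex D2 cells are flagged; cells are dye-loaded with a no-wash calcium kit beforehand.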
TrxR1 inh: qHTS Assay for Inhibitors of Mammalian Selenoprotein Thioredoxin Reductase 1 (TrxR1): qHTS | 390,000 compounds, 1% hits | Potency, µM (top dose mostly 114 µM), for inactives: at the highest dose activity change, negative = inhibition, actives largely listed as inhibitors | AID 588453, 2011 | Thioredoxin reductase 1, cytoplasmic (Rattus norvegicus), O89049 | recombinant rTrxR1, NADPH fluorescence consumption, selenite substrate; note: potency is the fitted concentration of half-maximal effect; % is set by controls: 0 for no effect and ±100 for the full control effect; nearly all actives have a fitted effect of over 65% in size
Target sequence (O89049 whole entry, looked up): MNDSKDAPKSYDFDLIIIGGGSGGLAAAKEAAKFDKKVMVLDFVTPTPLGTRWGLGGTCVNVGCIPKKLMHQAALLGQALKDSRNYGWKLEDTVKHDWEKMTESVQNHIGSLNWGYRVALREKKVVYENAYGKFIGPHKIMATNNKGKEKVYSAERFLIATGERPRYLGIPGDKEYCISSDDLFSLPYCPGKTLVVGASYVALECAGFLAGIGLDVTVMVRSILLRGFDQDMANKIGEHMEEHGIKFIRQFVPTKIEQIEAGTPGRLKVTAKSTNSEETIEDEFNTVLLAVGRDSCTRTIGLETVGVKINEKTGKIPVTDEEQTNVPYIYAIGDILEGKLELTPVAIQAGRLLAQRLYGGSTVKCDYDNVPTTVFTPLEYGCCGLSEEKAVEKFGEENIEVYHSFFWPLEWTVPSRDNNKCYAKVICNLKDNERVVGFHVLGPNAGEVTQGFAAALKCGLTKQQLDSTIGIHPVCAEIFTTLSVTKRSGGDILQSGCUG
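Rat TrxR1 (90 nM in the dispensed reagent) was pre-reduced with 400 uM NADPH for 5 min at room temperature, then incubated with compound for 15 min. After 400 uM selenite was added, NADPH fluorescence (Ex 340/Em 450 nm) was followed for 8 min.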
PI4K2A inh: qHTS for small molecular inhibitors of PI4K2A; 420,000 compounds, 0.13% hits; AID 1346378, 2018; purified PI4K2A, ADP-Glo luminescence, 1 h; stronger effect = lower value; Phosphatidylinositol 4-kinase type 2-alpha (Homo sapiens), Q9BTU6; activity change, negative = inhibition, % at 76.9 µM; in the data active = activity change below about -50%; inconclusive = mostly about -30% to -49%;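 note: -100% = wells without enzyme as full effect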
Target sequence (Q9BTU6 whole entry, looked up): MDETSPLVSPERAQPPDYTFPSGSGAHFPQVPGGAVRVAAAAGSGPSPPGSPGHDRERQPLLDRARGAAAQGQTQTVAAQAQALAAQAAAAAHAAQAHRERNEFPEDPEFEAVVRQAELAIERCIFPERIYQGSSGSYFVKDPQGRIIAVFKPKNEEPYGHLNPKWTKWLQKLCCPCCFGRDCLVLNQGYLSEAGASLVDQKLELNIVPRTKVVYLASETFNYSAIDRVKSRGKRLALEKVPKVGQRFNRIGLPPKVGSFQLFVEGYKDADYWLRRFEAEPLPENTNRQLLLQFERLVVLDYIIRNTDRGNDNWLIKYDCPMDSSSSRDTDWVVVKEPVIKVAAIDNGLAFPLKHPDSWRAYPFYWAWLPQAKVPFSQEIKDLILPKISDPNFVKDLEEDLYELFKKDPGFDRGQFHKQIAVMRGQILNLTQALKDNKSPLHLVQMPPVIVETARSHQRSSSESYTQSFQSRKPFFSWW
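In this quantitative HTS, ADP production by PI4K2A was quantified luminescently after 1 h at ambient temperature; 100 microM adenosine served as plate-quality control.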
TRHR PAM: qHTS for Small Molecule Agonists and Allosteric Enhancers of Human TRH Receptor: Primary Screen for Enhancers. TRHR cells, fluo-8 calcium fluorescence, EC20 TRH enhancement. enhancement, % at 2 µM. 360,000 compounds, 0.66% hits. AID 493056, 2011. Thyrotropin-releasing hormone receptor (Homo sapiens), P34981; in the data active = enhancement above about 30%; note: 0% is about no effect
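Enhancer read-out: after compound pinning and an initial kinetic agonist-mode read, an EC20 of TRH (10 nM final) was injected and fluo-8 calcium signal (Ex 480/Em 530) followed at 1 s/cycle for 100 cycles in TRHR-expressing cells.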
TrxR1 substrate: qHTS Assay for Substrates of Mammalian Selenoprotein Thioredoxin Reductase 1 (TrxR1): qHTS; AID 588456, 2011; purified TrxR1 substrate turnover, NADPH consumption readout; Potency, µM (titrated, usually from 114 µM), for inactives: at the top dose activity change, negative = substrate turnover; 390,000 compounds, 0.01% hits; Thioredoxin reductase 1, cytoplasmic (Rattus norvegicus), O89049; note: potency is the fitted concentration of half-maximal effect; % is set by controls: 0 for no effect and ±100 for the full control effect; nearly all actives have a fitted effect of over 50% in size
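Rat TrxR1, dispensed at 90 nM, was prereduced with 400 uM NADPH (final) for 5 min at ~22 deg C, then incubated with compound 15 min before 400 uM selenite. A first-read NADPH fluorescence drop versus no-compound background flagged substrates.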
mIDH1 inhibitor: qHTS for Inhibitors of mutant isocitrate dehydrogenase 1 (IDH1): qHTS. Isocitrate dehydrogenase [NADP] cytoplasmic (Homo sapiens), O75874. IDH1-R132H enzyme, NADPH consumption, diaphorase/resazurin fluorescence. Potency, µM (series often up to 76.6 µM), for the others: top-dose activity change, negative = inhibition, most hits filed as inhibitors. 390,000 compounds, 0.093% hits; note: potency is the fitted concentration of half-maximal effect; % is set by controls: 0 for no effect and ±100 for the full control effect; nearly all actives have a fitted effect of over 65% in size
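IDH1-R132H (0.5 ug/mL dispensed) in pH 7.5 Tris buffer was preincubated 30 min with compound, then given a substrate mix of 0.016 mM NADPH and 2 mM alpha-KG for 80 min at room temperature; remaining NADPH was read by diaphorase/resazurin fluorescence.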
USP1-UAF1 inh: Inhibitors of USP1/UAF1: Primary Screen. Ubiquitin carboxyl-terminal hydrolase 1 (Homo sapiens), O94782. recombinant USP1/UAF1, Ub-Rhodamine cleavage fluorescence. Potency, µM (titrated, usually from 57.1 µM), without a hit: top-dose activity change, negative = inhibition, most hits filed as inhibitors. 390,000 compounds, 0.23% hits; note: potency is the fitted concentration of half-maximal effect; % is set by controls: 0 for no effect and ±100 for the full control effect; nearly all actives have a fitted effect of over 60% in size; inactives centre near -12
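1 nM enzyme complex + cpd, 15 min RT; start with Ub-Rho 150nM final; kinetic fluorescence ex 480/em 540, 6 reads q60 s. Buffer 50mM HEPES pH 7.8, 0.5mM EDTA, 0.1 mg/ml BSA, 1mM TCEP, 0.01% Tween-20.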
TRHR ag: qHTS for Small Molecule Agonists and Allosteric Enhancers of Human TRH Receptor: Primary Screen for Agonists; TRHR cells, calcium flux fluo-8, FDSS agonist mode; Thyrotropin-releasing hormone receptor (Homo sapiens), P34981; AID 493084, 2011; 360,000 compounds, 0.18% hits; activation, % at 2 µM; in the data active = activation above about 30%; note: 0% is about no effect
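TRHR-expressing cells loaded with fluo-8 calcium dye; 23 nL library compound pin-transferred, kinetic FDSS fluorescence (Ex 480/Em 530) recorded about 180 s for agonist-induced calcium release, before a 10 nM TRH EC20 addition for potentiator mode.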
D2 antagonist: HTS Assay for Allosteric Antagonists of the Human D2 Dopamine Receptor: Primary Screen for Antagonists; D(2) dopamine receptor (Homo sapiens), P14416; HEK293 TREx D2 cells, calcium flux, dopamine EC80; inhibition, % at 10 µM; 340,000 compounds, 2% hits; AID 485344, 2010; in the data active = inhibition above about 30%; note: 0% is about no effect
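Dopamine at EC80 is the agonist stimulus; test compounds precede it by 180 s. Calcium flux read kinetically in a force-coupled, inducible HEK293 T-REx D2 cell line.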
Numbers without * were called inactive; ? = inconclusive; nt = not tested or not shown; [ ] = another dose, or the depositor's remark. Unless noted, calls come from the whole dose curve; as a rule, active = well fitted inhibition curve with a large enough effect; inconclusive = small, poorly fitted or top-dose-only effect; inactive = no such curve, though single readings can be large or run the other way. Rows were taken by chance; any-hit rate near 3.9%.

Every second line gives: D2 ag	TrxR1 inh	PI4K2A inh	TRHR PAM	TrxR1 substrate	mIDH1 inhibitor	USP1-UAF1 inh	TRHR ag	D2 antagonist
> Cc1cc(C(=O)Nc2cccc(NC(=O)c3ccco3)c2)ccc1[N+](=O)[O-]
→ 0.5	12%	0	0	-1%	-9%	-30%	-0.1	6
> CN(C)c1ccc(C2N(c3ccc(F)cc3)C(=O)C3CCCN32)cc1 (configuration not stated)
→ 0.7	-15%[57.1 µM]	-3	-1	1%[57.1 µM]	-9%	-16%	-1.1	19
> CCN1CCN(C(=O)c2cc(S(=O)(=O)Nc3ccc(S(C)(=O)=O)cc3)ccc2Cl)CC1
→ -0.4	27%[57.1 µM]	-1	-21	-9%[57.1 µM]	8%	-10%	-0.4	19
> CCCCCNC(=O)c1ccc2c(=O)[nH]c3c(C(=O)NCC4CCCO4)sc(=S)n3c2c1 (configuration not stated)
→ 1.5	7%[57.1 µM]	4	5	-5%[57.1 µM]	3%	-26%	-0.2	-22
> COC(=O)C1=C(C)N(CCc2c[nH]c3ccc(OC)cc23)C(=O)C1
→ -0.5	-36%	2	-8	-7%[57.1 µM]	7%	-6%	-0.8	-20
> O=C(c1ccco1)N(Cc1cccc([N+](=O)[O-])c1)c1ccc(Br)cc1
→ -0.1	-1%	7	21	-8%	0%	-12%	-0.2	2
> Cc1nnsc1C(=O)Nc1ccc(Cl)cc1Cl
→ -0.2	5%	1	7	-1%	13%	-5%	-0.6	-8
> Fc1ccc(OCc2nn3c(Cn4nnc5ccccc54)nnc3s2)cc1
→ -0.1	2%[57.1 µM]	-5	-15	9%[57.1 µM]	1%	-11%	-1.4	23
> COc1ccc(Br)cc1/C=N/NC(=O)c1ccco1
→ -0.4	19%[57.1 µM]	2	-12	2%[57.1 µM]	13%	-9%	-0.2	6
> O=C1/C(=C\c2ccc(O)cc2)SC(=S)N1Cc1ccccc1
→ 6.7	6%	-5	3	-7%	-8%	?	7.9	0
> O=C1CCC(=O)N(O)CCCCCNC(=O)CCC(=O)N(O)CCCCCNC(=O)CCC(=O)N(O)CCCCCN1
→ -1.3	-7%	0	-8	5%	-10%	-5%	-0.3	-1
> Cc1nc2c(cc1C(=O)N/N=C/c1ccc(O)c(O)c1)c(=O)n(C)c(=O)n2C
→ -1.5	-2%	-14	5	71%[57.1 µM]	12%	-9%	-1.5	-9
> CCOc1ccc(N(CC(=O)N2CCOCC2)S(=O)(=O)c2ccc(SC)cc2)cc1
→ -0.1	22%[57.1 µM]	5	5	8%[57.1 µM]	15%	-20%	-1.1	6
> Cc1cnc(NC(=O)Cn2cnc3c2c(=O)n(C)c(=O)n3C)s1
→ -1.5	23%	1	14	5%	7%	-19%	-0.9	-4
> CCOC(=O)c1cc(C)n(CCc2ccccc2)c1C
→ -0.7	5%	-3	-5	-9%	5%	-15%	-0.3	-16
> COCCc1nnc(NC(=O)C(C)C)s1
→ -0.1	5%[57.1 µM]	3	-1	4%[57.1 µM]	5%	-27%	-0.3	4
> Nc1nnc(C(c2ccccc2)c2ccccc2)s1
→ 0.7	3%	2	-2	2%	-4%	-3%	0.5	-1
> Cc1cccc(-c2nnc3n2N=C(c2ccc(Br)cc2)CS3)c1
→ 1.0	12%	2	0	8%	1%	-11%	0.5	-20
> CCn1ccc2c(OCC(=O)Nc3ccc(OC)cc3OC)cccc2c1=O
→ 0.5	12%[57.1 µM]	2	-1	1%[57.1 µM]	1%	-1%	-0.2	nt
> O=C(Nc1ccccc1C1CC1)c1cccs1
→ nt	-25%	9	5	-3%	3%	-16%	-0.6	nt
> CCc1cccc(NS(=O)(=O)c2ccc3c(c2)n(C)c(=O)n3C)c1
→ 0.4	25%[57.1 µM]	0	-15	12%[57.1 µM]	3%	-1%	-0.4	-1
> Cc1cc(C)nc(NC(=S)Nc2ccc(F)cc2F)c1
→ 3.3	18%	2	-3	10%	4%	-12%	0.3	-4
> C[C@@H]1O[C@@H](OC[C@H]2O[C@@H](Oc3cc(O)c4c(=O)cc(-c5ccc(O)c(O)c5)oc4c3)[C@H](O)[C@@H](O)[C@@H]2O)[C@H](O)[C@H](O)[C@H]1O
→ nt	-15%	-1	nt	-19%	-2%	-23%	nt	nt
> Nc1ccc(-c2nc3cc(N)ccc3n2CCO)cc1
→ -0.4	88%[activator]	-2	-1	315%[activator]	0%	5%	0.4	-1
> CN1C(=O)C(O)(CC(=O)c2ccccn2)c2cc(Br)ccc21 (configuration not stated)
→ 0.2	-3%	4	1	1%	2%	-18%	0.0	-2
> Cc1cc(Cl)ccc1OCCCC(=O)N1CCCc2ccccc21
→ -0.1	22%	-2	12	11%	6%	-6%	-0.9	0
> Cc1cc(C)cc(N(C(=O)CCC(=O)Nc2cc(C)on2)C(C(=O)NC2CCCC2)c2ccco2)c1 (configuration not stated)
→ -1.3	6%[57.1 µM]	-3	3	-1%[57.1 µM]	?	-11%	-0.5	-14
> O=C(CSc1ncccn1)Nc1ccc2[nH]c(=O)[nH]c2c1
→ -1.1	22%	2	9	8%	5%	-21%	-0.2	7
> COc1cc(NS(=O)(=O)c2ccc(C)c(C)c2)c(OC)cc1Cl
→ 0.5	13%	-6	-3	-5%	5%	-17%	-0.2	18
> O=C(c1cccc(C(F)(F)F)c1)C1CCCN(C(=O)/C=C/c2cnc[nH]2)C1 (configuration not stated)
→ -1.7	-17%	1	0	-7%	5%	0%	0.6	-19
> CCOC(=O)c1cc(-c2csc(COc3ccccc3Cl)n2)on1
→ 0.1	7%[57.1 µM]	-1	5	11%[57.1 µM]	2%	-8%	-0.5	-9
> COc1cc(C2NC(=O)C(C#N)=C(S)N2c2ccccc2)ccc1OC(C)C (configuration not stated)
→ -0.1	-27%[57.1 µM]	-16	9	5%[57.1 µM]	-7%	-3%	0.3	-25
> CC(C)(C)OC(=O)N[C@@H](Cc1ccccc1)C(=O)N[C@@H](CO)[C@H](O)[C@@H]1C[C@@H]1C(=O)NC1CCCCC1
→ nt	20%	0	nt	7%	-13%	-25%	nt	nt
> C=CCn1c(C)nnc1SCC(=O)NC1CC1
→ 11	10%	3	0	3%	5%	-18%	0.6	-16
> O=C(Nc1nnc(-c2ccco2)o1)c1cccc2ccccc12
→ -0.5	9%[57.1 µM]	-4	-9	6%[57.1 µM]	2%	-22%	0.1	-8
> COc1cc(OC)cc(C(=O)NC(=S)Nc2ccc(N3CCCC3)cc2)c1
→ 0.1	-30%	-4	2	-9%	5%	-22%	-0.2	2
> COc1ccc(CNc2n[nH]c(-c3ccco3)n2)cc1OC
→ -2.1	2%	-5	-3	-3%	-12%	-23%	-0.8	nt
> NS(=O)(=O)c1ccc(NC(=S)N2CCN(S(=O)(=O)c3ccc(F)cc3)CC2)cc1
→ -0.8	nt	nt	-10	nt	nt	nt	-2.2	22
> Cc1ccc(OC2CCN(C(=O)C3CCC(=O)N(C4CC4)C3)CC2)cc1 (configuration not stated)
→ -1.6	1%	-3	18	-3%	6%	-19%	-0.6	-4
> CC(C)(C)NC(=O)COC(=O)c1ccc(S(=O)(=O)N2CCCC2)cc1
→ 0.7	21%[57.1 µM]	-4	-3	3%[57.1 µM]	7%	-21%	0.4	1
> O=C(Nc1cccc(Cl)c1)c1cnccn1
→ 0.6	3%[57.1 µM]	-3	-5	5%[57.1 µM]	0%	-16%	0.6	13
> O=C(Nc1ccc2c(c1)OCO2)C(c1ccccc1)N1CCN(C(=O)c2ccco2)CC1 (configuration not stated)
→ 0.9	-11%	0	-6	3%	2%	-4%	-0.9	3
> Cc1ccc(-n2c(=O)c3sccc3n(CC(=O)N3CCCC3)c2=O)cc1
→ -0.5	13%	0	-4	4%	1%	-9%	0.1	11
> Cc1ccc(NC(=O)CCN2C(=O)c3ccccc3C2=O)cc1
→ -1.6	-10%[57.1 µM]	-4	-8	-11%[57.1 µM]	-4%	9%	0.0	2
> Cn1cnc2c(N/N=C/c3cccs3)ncnc21
→ -0.2	10%[57.1 µM]	-7	-1	-1%[57.1 µM]	-3%	-3%	0.6	-5
> CCc1ccc(OCC(=O)NNC(=S)NC(=O)C2CC2)c(Br)c1
→ -0.4	?	8	16	2%	-2%	-15%	1.2	3
> O=C(c1cccnc1)N1CCCc2ccccc21
→ 0.2	11%	2	0	9%	6%	-10%	-0.3	-12
> CCOc1ccc(NC(=O)NCCc2c(C)nn(C)c2C)cc1
→ nt	17%[57.1 µM]	6	6	9%[57.1 µM]	-8%	-20%	0.2	nt
> Cc1ccc2nc(SCC(=O)NC3CCCCC3)nc(=O)n2c1
→ 0.6	-13%	1	0	-5%	5%	2%	0.5	0

Source: PubChem BioAssay (National Center for Advancing Translational Sciences (NCATS))
